Screens from PubChem BioAssay.
CAL PDZ FP – CAL PDZ peptide-binding inhibitors, primary screen, biochemical, fluorescence polarization, Cer-tagged CAL PDZ, HTS. purified CAL PDZ, TMR-peptide fluorescence polarization, 1 h. inhibition, % at 20 µM. 0.02% of 330,000 active;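 active = highest replicate inhibition of at least 40%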;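 note: plate controls were DMSO neutral control wells for no effect and unlabeled competitor peptide control wells for full effect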
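material = purified tagged CAL PDZ domain construct (CerCALP) | buffer or medium = sodium phosphate/NaCl buffer pH 7.4 with TCEP, IgG, Thesit | reagent = TMR-labelled reporter peptide T*-PRC34 bound in PDZ groove | incubation = 1 h room-temperature incubation prior to read | measured by = fluorescence polarization (mP) | evaluation = percent inhibition from loss of millipolarization | control set = unlabelled peptide and DMSO controls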
Wnt act – Wnt/beta-catenin pathway activators, primary screen, cell-based, plate reader, single point; Wnt/beta-catenin reporter cell assay, activator; activation, % at 9.35 µM; 1.2% of 300,000 active; in the data active = activation above about 30%, passing the limit was not always enough; inconclusive = no clear call, values can overlap the other calls;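 note: 0% = neutral control wells and 100% = positive control wells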
AddAB inh – growth inhibition of E. coli expressing H. pylori AddAB, primary screen, AddAB inhibitor project, absorbance | inhibition, % at 11.9 µM | 0.29% of 330,000 active | AID 435030, 2010; in the data active = inhibition above about 12%;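 note: 0% = vehicle wells of infected cells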
phage Ecoli inh – growth loss of phage-infected E. coli, primary screen, RecBCD inhibitor project, absorbance, with phage, HTS. inhibition, % at 11.9 µM. 0.26% of 360,000 active; in the data active = inhibition above about 11%
PfHsp90 set2 – growth inhibition of PfHsp90-expressing yeast, primary screen, antimalarial PfHsp90 inhibitor project, S. cerevisiae, BacTiter-Glo luminescence, single point, set 2; BacTiter-Glo ATP, 48 h; yeast lacking PDR1 and PDR3 efflux regulators; inhibition, % at 9.4 µM; 0.32% of 310,000 active; AID 504621, 2011;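 active = every replicate shows inhibition above about 80%, whatever the replicate mean, limit read from the data; inconclusive = mean inhibition reaches the set limit but some replicate falls short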;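 note: 0% = DMSO neutral controls and 100% = 20 µM radicicol positive controls; yeast relying on Plasmodium falciparum Hsp90 in place of its own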
PvdQ acylase – P. aeruginosa PvdQ acylase inhibitors, primary screen, biochemical, fluorescence, plate reader and imaging, single point; inhibition, % at 10 µM; PvdQ acylase [Pseudomonas aeruginosa LESB58]; AID 488965, 2010; purified PvdQ acylase; 0.063% of 340,000 active; in the data active = inhibition above about 30%, passing the limit was not always enough; inconclusive = no clear call, values can overlap the other calls;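 note: 0% = vehicle neutral wells and 100% = reference inhibitor wells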
Rtt109 Vps75 – inhibitors of C. albicans Rtt109/Vps75 HAT, primary screen, biochemical, ThioGlo CoA-SH fluorescence, plate reader; Histone acetyltransferase RTT109 (Candida albicans (strain SC5314 / ATCC MYA-2876)), …; purified Rtt109/Vps75, 4 h; inhibition, % at 34.9 µM; 0.16% of 330,000 active; AID 540336, 2011;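 active = inhibition of at least 50% in every replicate; inconclusive = best replicate reaches 50% inhibition but some replicates fall short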
Target sequence (Q5AAJ8 whole entry, looked up): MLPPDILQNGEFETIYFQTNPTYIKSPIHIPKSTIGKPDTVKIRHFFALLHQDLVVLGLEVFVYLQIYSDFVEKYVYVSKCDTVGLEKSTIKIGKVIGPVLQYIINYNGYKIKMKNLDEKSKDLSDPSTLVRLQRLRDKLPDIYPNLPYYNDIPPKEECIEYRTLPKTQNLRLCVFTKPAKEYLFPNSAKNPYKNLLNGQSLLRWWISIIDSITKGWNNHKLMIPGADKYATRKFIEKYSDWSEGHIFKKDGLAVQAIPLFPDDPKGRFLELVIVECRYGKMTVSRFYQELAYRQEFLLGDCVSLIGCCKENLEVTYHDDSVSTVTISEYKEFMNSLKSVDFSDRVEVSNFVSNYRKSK
E coli growth – E. coli V3065 growth inhibition, primary screen, counter-screen for AddAB inhibitor project, absorbance, OD600; 0.27% of 330,000 active; AID 449728, 2010; 18 h; inhibition, % at 11.9 µM;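 active = inhibition above the campaign's mean inhibition across all tested compounds plus 3 SD, cut at about 9.9% in these data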;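 note: uninfected addAB+ strain grown without phage in ampicillin broth; 0% = DMSO wells and 100% = ciprofloxacin 0.95 µg/ml wells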
Tat transport – E. coli Tat export inhibitors, primary screen, MC4100, TorA-mCherry reporter, fluorescence, single point | inhibition, % at 10 µM | 0.036% of 340,000 active | AID 488895, 2010;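 active = mean replicate inhibition at least 50% and at least half of replicates individually reaching 50%; inconclusive = only one of the two criteria met; inactive = neither criterion met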;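 note: exported cargo escapes ClpAP degradation while cytoplasmic cargo is degraded and loses fluorescence; 0% = median of neutral control wells and 100% = median of NaSCN control wells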
DAGLB inhibitor – DAGLB lipase inhibitors, primary screen, biochemical, fluorescence, HTS; HEK293T DAGLB membrane lysate, EnzChek fluorogenic substrate; inhibition, % at 5.17 µM; 0.059% of 340,000 active; AID 504411, 2011; in the data active = inhibition above about 34%;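 note: 0% = enzyme with vehicle and 100% = wells lacking enzyme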
Target sequence (Q8NCG7 whole entry, looked up): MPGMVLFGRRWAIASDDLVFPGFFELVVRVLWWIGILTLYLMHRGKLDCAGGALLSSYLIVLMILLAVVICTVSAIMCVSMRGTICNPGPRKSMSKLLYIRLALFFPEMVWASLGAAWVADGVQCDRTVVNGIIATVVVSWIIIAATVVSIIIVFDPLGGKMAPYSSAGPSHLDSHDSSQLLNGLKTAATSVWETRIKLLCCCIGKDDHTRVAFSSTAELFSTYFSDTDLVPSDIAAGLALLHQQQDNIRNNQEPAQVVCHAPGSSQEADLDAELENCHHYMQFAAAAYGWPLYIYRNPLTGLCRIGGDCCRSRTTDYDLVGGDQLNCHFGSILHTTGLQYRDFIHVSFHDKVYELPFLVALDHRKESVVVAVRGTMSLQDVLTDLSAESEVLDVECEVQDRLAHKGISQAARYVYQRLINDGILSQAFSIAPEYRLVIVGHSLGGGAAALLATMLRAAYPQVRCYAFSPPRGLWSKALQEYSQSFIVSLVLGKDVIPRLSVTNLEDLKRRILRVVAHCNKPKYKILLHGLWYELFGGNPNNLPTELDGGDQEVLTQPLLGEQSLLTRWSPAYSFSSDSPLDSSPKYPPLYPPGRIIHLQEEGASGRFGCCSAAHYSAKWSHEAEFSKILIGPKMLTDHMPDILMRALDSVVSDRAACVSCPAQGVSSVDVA
* hit, by the source's call; ? = inconclusive; · = not tested or not shown.

SMILES | CAL PDZ FP | Wnt act | AddAB inh | phage Ecoli inh | PfHsp90 set2 | PvdQ acylase | Rtt109 Vps75 | E coli growth | Tat transport | DAGLB inhibitor
Cc1ccc(S(=O)(=O)N2[C@@H](c3ccccc3F)C(C(=O)O)=CC[C@H]2c2cccc(C)c2)cc1 | -0.7 | 0 | -1.9 | 0.5 | 5 | 0 | 13 | -0.1 | -3 | 7
CCN1C(=O)[C@H]2[C@@H](c3ccc(C)cc3)N3C(=O)N(c4ccc(C)cc4)C(=O)[C@@]3(C)[C@H]2C1=O | -0.7 | 3 | 0.9 | 2.9 | 3 | -6 | 0 | -0.9 | 20 | -1
OCCCNCc1ccc(N(c2ccccc2)c2ccccc2)cc1 | 0.4 | -6 | 2.3 | 0.1 | 9 | -11 | 18 | -0.4 | 5 | 2
CCS(=O)(=O)c1nc(S(=O)(=O)c2ccc(Cl)cc2)c(N2CCCC2)s1 | 0.3 | -1 | 1.2 | 3.8 | -8 | 6 | 4 | -3.1 | 5 | -3
COc1ccc2[nH]c3c(c2c1)CCN1C(=O)C(CC(=O)NCCCn2ccnc2)C[C@H](C(=O)N2CCCCC2)[C@@]31C (stereo partly specified) | 0.0 | -5 | 0.2 | 3.0 | 4 | 4 | -4 | -1.1 | -4 | -2
O=C(Nc1cc(Cl)ccc1N1CCOCC1)c1cnccn1 | -1.4 | -5 | 1.7 | -0.5 | 11 | 3 | 0 | -3.0 | -1 | 3
CC(C)CCN1C(=O)CC(NNC(=O)c2ccc(S(=O)(=O)N3CCCC3)cc2)C1=O (stereo unspecified) | -2.0 | -1 | -0.1 | -1.7 | 5 | -11 | 6 | 0.0 | 1 | 5
CC1(C)CC2CC(C)(CN2C(=O)C23CCC(C)(C(=O)O2)C3(C)C)C1 (stereo unspecified) | -0.4 | 1 | -0.3 | 1.0 | 16 | 10 | 1 | -2.1 | -1 | -2
COc1ccc(N2CCN(C(=O)C3(C)CC3(Cl)Cl)CC2)cc1 (stereo unspecified) | -1.1 | · | 0.6 | -0.1 | 26 | -7 | -3 | -1.4 | -3 | 5
CCOc1ccc(NC(=O)c2ccco2)cc1S(=O)(=O)N1CCCC1 | -1.5 | 2 | 1.4 | 2.0 | 1 | -7 | 7 | 0.2 | 2 | -6
CCOc1ccc(C(=O)NCC(=O)N2CCC3CCCCC3C2)cc1OCC (stereo unspecified) | -1.4 | -1 | 5.4 | 1.6 | 12 | 0 | 16 | 2.6 | 0 | -2
CCOC(=O)c1c(NC(=O)Cc2cccs2)sc(C(=O)N2CCCCC2)c1C | -3.7 | · | 2.9 | 1.9 | 2 | -5 | 2 | 1.4 | 3 | -6
CCCCC(CC)C1OCC(CN2CCCCC2)O1 (stereo unspecified) | -0.3 | -1 | 0.6 | 1.9 | -20 | -11 | 6 | 0.0 | 1 | -2
CN(C(=O)CC1C(=O)NCCN1Cc1cccc(F)c1F)C1CCOCC1 (stereo unspecified) | -1.2 | 1 | 2.8 | 1.2 | 6 | -8 | -4 | 2.2 | 0 | -4
O=C(CCN1CCOCC1)NC1CCCN(Cc2ccccc2F)C1 (stereo unspecified) | -1.9 | 0 | 3.2 | -1.7 | -30 | -16 | 0 | -1.4 | -11 | 1
CCN1C[C@@H]2[C@@H]3C(=O)N(C)C(=O)[C@@H]3[C@](C)(C1=O)N2C(=O)c1ccc(C(C)(C)C)cc1 | -1.5 | 1 | · | 2.0 | 20 | -9 | -5 | · | -45 | 0
CCc1ccc2[nH]c(O)c(N=NC3=NC(=O)CS3)c2c1 | -0.1 | 0 | 2.1 | 1.1 | 16 | -22 | 8 | 3.6 | 0 | 8
Cc1ccc(C(=O)NC(C(=O)NC2CCCC2)c2ccccc2)cc1 (stereo unspecified) | 0.4 | -4 | 1.8 | -0.2 | 19 | -12 | 2 | -1.4 | -7 | -1
CN(C)CCCN(C(=O)CCS(=O)(=O)c1ccccc1)c1nc2cc3c(cc2s1)OCO3 | -1.2 | -7 | -0.2 | 0.9 | 0 | -19 | -4 | -1.9 | 5 | 4
COCCSc1ccccc1C(=O)Nc1ccc(Br)cc1 | -0.1 | 4 | 2.2 | 2.0 | -39 | -8 | 1 | 2.0 | -3 | -1
C=CCOc1ccc(C(=O)NC2CCCCC2)cc1 | -1.8 | 29 | 0.5 | 4.8 | 17 | -9 | -7 | -1.6 | 5 | -2
CCOc1cc2c(cc1OC)C(NC(=O)c1ccco1)CC2=O (stereo unspecified) | · | 0 | -1.5 | 5.7 | 9 | -9 | -2 | 2.4 | 3 | -1
CC(C)c1ccc(NC(=O)[C@H](Cc2c[nH]c3ccccc23)NC(=O)[C@@H]2Cc3ccccc3CN2)cc1 | 0.4 | 0 | 6.7 | 6.3 | -7 | 0 | 9 | -1.2 | 2 | -3
COCCCN(C)C1CCN(C(=O)Nc2ccc(F)cc2)CC1 | -0.7 | 3 | -0.5 | 2.5 | 2 | -8 | -2 | 0.9 | 22 | -1
CN(CC(=O)Nc1ccc(F)cc1)C(=O)COC(=O)CNC(=O)c1ccc(Cl)cc1Cl | 1.1 | 2 | -1.4 | 0.1 | · | 1 | -18 | -1.1 | -5 | -1
O=S(=O)(Nc1ccc(-n2cccc2)cc1)c1ccc(Cl)cc1Cl | -2.1 | -3 | 4.6 | 3.7 | 62 | -8 | 4 | 2.4 | -5 | -11
CCc1sc(C(=O)N2CCN(CC(=O)Nc3cccc(F)c3)CC2)cc1C | -0.1 | ? | -0.6 | 3.6 | -49 | -12 | 8 | -3.2 | 2 | 1
Cn1c(Cl)c(/C=N/OC(=O)C(C)(C)C)c2ccccc21 | -0.7 | 0 | 3.9 | 2.6 | -42 | -13 | -10 | 1.2 | 6 | -7
CCc1nc(SCC(=O)N2CCCCCC2)c2c(=O)n(C)c(=O)n(C)c2n1 | -0.9 | 2 | 1.5 | 3.7 | 2 | 8 | 8 | 0.0 | -5 | 1
NC(=O)C1CCN(C(=O)CCSc2ccc(Cl)cc2)CC1 | 0.1 | · | 0.2 | 1.1 | -2 | -9 | -16 | -0.6 | -1 | 0

Part of the list above in order of count of non-hydrogen atoms, low to high:
SMILES | CAL PDZ FP | Wnt act | AddAB inh | phage Ecoli inh | PfHsp90 set2 | PvdQ acylase | Rtt109 Vps75 | E coli growth | Tat transport | DAGLB inhibitor
Cn1c(Cl)c(/C=N/OC(=O)C(C)(C)C)c2ccccc21 | -0.7 | 0 | 3.9 | 2.6 | -42 | -13 | -10 | 1.2 | 6 | -7
CCOc1cc2c(cc1OC)C(NC(=O)c1ccco1)CC2=O (stereo unspecified) | · | 0 | -1.5 | 5.7 | 9 | -9 | -2 | 2.4 | 3 | -1
Cc1ccc(C(=O)NC(C(=O)NC2CCCC2)c2ccccc2)cc1 (stereo unspecified) | 0.4 | -4 | 1.8 | -0.2 | 19 | -12 | 2 | -1.4 | -7 | -1
CCN1C[C@@H]2[C@@H]3C(=O)N(C)C(=O)[C@@H]3[C@](C)(C1=O)N2C(=O)c1ccc(C(C)(C)C)cc1 | -1.5 | 1 | · | 2.0 | 20 | -9 | -5 | · | -45 | 0

Continuation.
SMILES | CAL PDZ FP | Wnt act | AddAB inh | phage Ecoli inh | PfHsp90 set2 | PvdQ acylase | Rtt109 Vps75 | E coli growth | Tat transport | DAGLB inhibitor
O=C(O)Cn1c(O)c(C2=c3ccccc3=NC2=O)sc1=O | -0.8 | 5 | -0.6 | 2.5 | -18 | -5 | 1 | 0.2 | -8 | -3
Cc1c(NC(=O)c2nn3c(C(F)(F)F)cc(-c4ccccc4)nc3c2Cl)c(=O)n(-c2ccccc2)n1C | -1.7 | -1 | 3.0 | 1.3 | 7 | -7 | 5 | 0.3 | 2 | 2
CCOc1ccc(CCNC(=O)C2CC(=O)N(c3ccc4c(c3)OCCO4)C2)cc1OCC (stereo unspecified) | -1.7 | 1 | -2.0 | 1.0 | 2 | 2 | 15 | 0.6 | -2 | -1
O=C(O)C(Oc1ccc2cc(-c3ccc(Cl)cc3)c(=O)oc2c1)c1ccccc1 (stereo unspecified) | -0.4 | 2 | · | 2.6 | 0 | -9 | -108 | · | 0 | 1
COc1ccc(CNC(=O)CCS(=O)(=O)c2cccc3nonc23)cc1 | -3.3 | 2 | 3.9 | 3.2 | 9 | 7 | -4 | -2.5 | -10 | 0
COc1cc(C(C)=O)ccc1OC(C)C(=O)Nc1ccc(S(=O)(=O)N2CCCC2)cc1 (stereo unspecified) | -2.1 | 0 | 0.5 | 2.8 | 3 | -5 | -6 | -0.7 | 7 | -4
Nc1nnc(SCC(=O)OCC(=O)Nc2ccccc2)s1 | -1.7 | 1 | 0.6 | 4.9 | 5 | -6 | · | -1.8 | 1 | 1
Cc1cc2[nH]c(=O)c(=O)[nH]c2cc1S(=O)(=O)Nc1cccc(C)c1C | -1.5 | 0 | 1.4 | 2.8 | 2 | -12 | -4 | -1.9 | 3 | 1
CCOC(=O)c1c(C)c(C(=O)NCc2ccco2)c(C)n1C | -2.9 | · | 4.3 | 3.4 | · | -3 | -5 | 0.7 | -7 | -1
Cn1c(SCC(=O)NCc2cccs2)nnc1-c1ccc(O)cc1 | 0.2 | 1 | -0.5 | 0.1 | -10 | -14 | 4 | -3.1 | -7 | -1
CCOc1ccc(C(=O)O)cc1OC | -0.4 | -3 | 3.3 | 3.0 | 3 | -2 | 2 | -0.4 | -7 | -4
CSc1nc(-c2ccccc2)nc(C(C)C)n1 | -0.8 | -1 | 2.8 | -1.6 | -10 | 11 | 10 | 0.9 | -17 | -5
O=C(Nc1ccc(F)cc1F)c1sccc1SCc1cccc(C(F)(F)F)c1 | -1.5 | · | 0.2 | 3.8 | -5 | 2 | 2 | -0.8 | 10 | -13
CCOC(=O)NN1C(=O)c2ccccc2NC1c1ccccc1F (stereo unspecified) | -0.1 | -2 | 0.1 | 2.2 | 6 | 7 | -13 | -1.4 | 3 | 2
COc1cc(CNc2ccc3[nH]c(=O)[nH]c3c2)ccc1OCc1cccc(C)c1 | -0.7 | 19 | -0.7 | -0.6 | 12 | -15 | -5 | -2.2 | 6 | 0
O=C1CCCc2c1cc(C(=O)NC1CCSC1=O)c(=O)n2-c1ccccc1 (stereo unspecified) | -0.4 | · | 1.9 | 0.9 | -20 | -6 | -1 | 1.0 | -4 | 1
CC(=O)Nc1ccc2nc3ccccc3nc2c1 | -0.7 | 47* | -3.6 | -2.5 | -14 | 4 | -149 | -3.7 | -6 | 0
Cc1cc[n+](CC(=O)c2ccc(NC(=O)c3ccccc3)cc2)c2ccccc12 | -0.4 | -1 | 4.0 | 4.5 | -2 | -9 | 0 | 3.2 | -11 | 1
O=c1c2c(nc3nc(NCc4ccccc4Cl)[nH]n13)CCC2 | · | -1 | -2.1 | 4.2 | · | · | · | 0.9 | · | ·
CCc1sc(C(=O)NCc2ccco2)cc1C | -3.2 | 1 | 1.7 | 1.5 | 25 | 11 | 22 | 3.8 | 5 | -2
COC(=O)c1[nH]c2ccc(F)cc2c1NC(=O)CCN1CCN(Cc2ccc3c(c2)OCO3)CC1 | · | · | · | 2.5 | -7 | -4 | 6 | · | -2 | -1
